# Assay outcomes: PubChem BioAssay, several laboratories
# MT stabilize HCS: microtubule stabilizers in HeLa cells; 0.83% of 200,000 active; % tubulin-high responders, % at 10 µM; AID 2205; HeLa tubulin immunostaining HCS, 24 h; share of cells brighter than vehicle mean+2SD;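 active = plate Z-score above 3 for both tubulin-high and condensed-nucleus cell shares, with cell loss under 80%, at 10 µM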;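 note: anti alpha tubulin signal scored within the nucleus-defined area of each cell; some results filed as inactive read as strong as hits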
# WT yeast gro inh: growth inhibition of WT yeast, mitochondrial fusion screen | mitochondrial fusion phenotypic screen, WT strain | inhibition, % at 10 µM | 2.1% of 190,000 active | AID 1362; in the data active = inhibition above about 58%; tested in S. cerevisiae
# Autophagy mod: autophagy modulation, high-content screen. MEF GFP-LC3 puncta imaging; test concentration mostly 10 µM. calls only at 10 µM (by protocol). 0.98% of 190,000 active;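 active = percentage of spot-positive cells more than 3 SD above its plate mean, without a fluorescence outlier flag or 80% toxicity; inconclusive = no clear call, values can overlap the other calls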;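 note: spot-positive cell cutoff set from DMSO-treated cells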
# AID2073: inhibitors of Mint1-CaV2.2 protein interaction, biochemical, HTRF (AID 2073). 0.19% of 290,000 active. HTRF protein-protein interaction, Mint1-CaV2.2; higher % means a stronger effect. inhibition, % at 20 µM, or IC50 in µM where a hit was titrated; in the data active = inhibition mostly above about 51%, no sharp cut-off; inconclusive = no clear call, values can overlap the other calls; inactive = mostly below about 53%; note: some results filed as inactive read as strong as hits
# Dynein cargo inh: blocks dynein driven cargo transport along microtubules; 3617.4 mouse cells, GR-EGFP nuclear translocation imaging; test concentration mostly 20 µM; stimulated with dexamethasone, 1 µM; active compounds read low; z-score, hits read low; 0.47% of 220,000 active;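 active = plate z-score of nuclear minus cytoplasmic receptor signal below a set negative limit, without overly bright fluorescence or cell loss, cut at about -3.5 in these data, passing the limit was not always enough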;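 note: z-score of nuclear minus cytoplasmic ring GR-EGFP intensity difference per well; some compounds called inactive have numbers as strong as hits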
#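 Buffer or medium: Induction medium lacking tetracycline, stripped serum | Also added: Dexamethasone agonist, 1.0 µM final, for 30 min | Timing: 48 h induction, 1 h compound, 30 min dex at 37 °C | Detection: Formaldehyde fixation, Hoechst nuclear stain, 10x automated fluorescence imaging | Measure: Nuclear versus cytoplasmic GR-EGFP signal, averaged per well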
# Yfh1-off respiration: mitochondrial function rescue without frataxin homolog – Friedreich's ataxia, plus single-dose screen, dose response (AID 1465) | S. cerevisiae Yfh1-off respiration, WST-1 reduction, 72 h; higher fold induction means a stronger effect | 0.074% of 220,000 active | one-dose fold induction at 50 µM; EC50 in µM for titrated hits;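 active = fold induction of absorbance versus untreated yeast above a set limit, then at least 30% activation at any dose in follow-up; inconclusive = repeats straddling the limit, or above it without dose testing; inactive = fold induction below the set limit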;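 note: activators that raise dye reduction in frataxin-depleted yeast; strong numbers were not always called active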
# b-catenin transl: modulators of beta-catenin nuclear translocation; HeLa beta-catenin nuclear translocation, immunofluorescence imaging; nuclear translocation activity, % at 5 µM; 0.3% of 190,000 active; AID 1665;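 active = nuclear translocation activity above 50% at 5 µM, with a well cell count of 50 or more; inconclusive = wells under 50 cells across six images, flagged as toxic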;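 note: per-cell ratio of nuclear to cytoplasmic median beta-catenin stain intensity; plate controls were DMSO negative control for no effect and GSK-3 inhibitor IX positive control for full effect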
#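 assay system = human HeLa cells, endogenous beta-catenin | times = compound treatment 24 h, 37°C, 5% CO2 | detection = Anti-beta-catenin immunofluorescence on PFA-fixed, Triton-permeabilized cells, DAPI nuclei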
# Insulin prom up: MIN6 insulin promoter up-regulation | 0.3% of 190,000 active | MIN6 insulin promoter-GFP reporter, high-content imaging; active compounds read high | z-score at 5 µM;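 active = z-score above 3 at 5 µM with at least 500 cells counted in the well; inconclusive = wells under 500 cells, flagged as cytotoxic or low count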
# HIV fusion peptide: cell-free HIV fusion peptide-binding blockers – biochemical, uHTS, fluorescence dequenching, primary screen (AID 1986). cell-free peptide binding, fluorescence dequenching, 30 min; higher % means a stronger effect. one-dose inhibition, % at 20 µM; IC50 in µM for titrated hits. 0.3% of 290,000 active; in the data active = inhibition mostly above about 52%, no sharp cut-off; inactive = mostly below about 76%; note: some results filed as inactive read as strong as hits
# WT yeast gro inh mutant strain: second read-out of WT yeast gro inh, no call of its own (marks repeat the call); inhibition, %; mitochondrial fusion phenotypic screen, mutant strain inhibition
# Dynein cargo inh cytoplasmic EGFP: further read-out of Dynein cargo inh, marked with its call; z-score; measured here: cytoplasmic GR-EGFP intensity; active compounds read high
# Dynein cargo inh nuclear GR-EGFP: recorded beside Dynein cargo inh, whose call it bears; z-score; measured here: nuclear GR-EGFP intensity;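 lower value marks the stronger effect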
# Dynein cargo inh cell count: also measured in Dynein cargo inh; calls as there; z-score; measured here: cell count per field
# Insulin prom up cell count: also measured in Insulin prom up; calls as there; cell count; measured here: cytotoxicity, nuclei count;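 total cells summed across four imaged fields per well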
# b-catenin transl cell count 5 µM: also measured in b-catenin transl; calls as there; cell count; measured here: cell count, cytotoxicity flag
# MT stabilize HCS Hoechst-high %: second read-out of MT stabilize HCS, no call of its own (marks repeat the call); % Hoechst-high responders; measured here: nuclear condensation Hoechst responders;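 share of cells brighter than vehicle mean plus two SD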
# MT stabilize HCS cytotoxicity %: also measured in MT stabilize HCS; calls as there; toxicity, %; measured here: cytotoxicity by cell density;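 0% = mean cell density of plate MIN control wells and 100% = no cells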
# Autophagy mod cell loss 18 h: recorded beside Autophagy mod, whose call it bears; toxicity, %; measured here: cell loss, nuclei count;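 cell loss after 18 h compound exposure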
# * marks the source's active call; other numbers are inactive results; i = inactive; ? = inconclusive; . = not tested or not shown. Rows were taken by chance. Share with any hit: about 4.2%.
SMILES,MT stabilize HCS,MT stabilize HCS Hoechst-high %,MT stabilize HCS cytotoxicity %,WT yeast gro inh,WT yeast gro inh mutant strain,Autophagy mod,Autophagy mod cell loss 18 h,AID2073,Dynein cargo inh,Dynein cargo inh cytoplasmic EGFP,Dynein cargo inh nuclear GR-EGFP,Dynein cargo inh cell count,Yfh1-off respiration,b-catenin transl,b-catenin transl cell count 5 µM,Insulin prom up,Insulin prom up cell count,HIV fusion peptide
CCCCCOc1ccc(N2C(=O)C3C4C=CC(C3C2=O)N(C)C4=O)cc1 (stereo not drawn),3.9,2.9,12,-15,2,i,3,4%,-0.25,-0.27,0.14,1.5,i,.,.,.,.,-2.7%
C/C(=N\N=C(/N)SC1CC(=O)N(c2ccc(Br)cc2)C1=O)c1cccs1 (stereo not drawn),1.6,1.6,4.8,65*,47*,i,13,0%,-0.86,-0.2,0.04,0.38,i,-0.1,1316,0.98,1583,15%
CCc1ccccc1NC(=O)CSC1=C(C#N)C(c2ccc(O)c(OC)c2)C2=C(CCCC2=O)N1 (stereo not drawn),3.6,2.1,1.1,-10,-26,i,4,-8%,-0.19,-0.22,0.12,0.67,i,.,.,-0.16,1272,16%
COc1cc(NC(=S)NN2CCOCC2)cc(OC)c1,2.9,1.3,3.9,.,.,i,-27,.,0.23,-0.19,0.42,1.7,i,.,.,.,.,.
CCCC(=O)c1c(NC)cc(C)oc1=O,2.9,1.5,7.0,-10,-16,i,3,-6%,-0.3,-0.14,0.098,1.1,i,-2.4,864,-0.61,1306,-2.2%
Cc1cccc(NC(=S)N2CCCC(c3nc4ccccc4[nH]3)C2)c1 (stereo not drawn),4.7,1.2,0.7,-10,1,i,4,-6%,1.6,-0.23,1,-1.2,i,-1.7,1154,0.15,1351,3.2%
COc1cccc(/C=N/n2c(SC)nnc2-c2ccccc2)c1OC,6.2,4.1,8.6,11,27,i,6,7%,-0.39,-0.19,0.028,-0.12,i,-4.2,762,-1.2,1246,-0.2%
CCOC(=O)NNC(=O)NCCCCCCNC(=O)NNC(=O)OCC,.,.,.,.,.,.,.,9%,0.66,0.19,1,-1.5,i,-0.7,1317,0.22,959,0.1%
Cc1ccc(NCc2cccnc2)c(Br)c1,3.1,2.3,1.4,15,8,i,13,-6%,1.2,0.63,0.98,-1.1,i,.,.,0.37,1238,1.4%
CCCCc1nc2ccccc2[nH]1,1.8,3.4,8.0,-5,10,i,-13,-2%,0.87,-0.38,-0.024,-0.079,i,-2.7,1137,-0.11,1273,0.8%
CN(C(=O)c1ccncc1)C1CC(C)(C)N(O)C(C)(C)C1,4.3,2.6,5.0,11,-1,i,-5,?,0.35,-0.23,0.2,-1,i,-1.1,1028,0.16,1723,-3.7%
CCCCn1nc(NC(=O)c2cccs2)c2cc3cc(OC)ccc3nc21,7.8,4.6,1.6,19,-5,i,-12,15%,-0.52,-0.31,-0.13,-0.13,i,-0.3,1171,-0.55,1908,1.9%
COCCNC(=O)C1CCN(C(=O)c2cc3sccc3n2Cc2ccc(F)cc2)CC1,2.5,1.8,3.2,3,5,i,3,-4%,-0.52,-0.24,-0.34,0.14,i,-0.3,1073,-0.78,1025,0.2%
N/C(=N\S(=O)(=O)c1cc(C(F)(F)F)cc(C(F)(F)F)c1)c1cccs1,.,.,.,.,.,.,.,7%,0.38,-0.21,0.19,0.29,i,-2.6,1084,-0.46,1411,-0.4%
CCCNS(=O)(=O)c1ccc(CCC(=O)NCc2ccc3c(c2)OCO3)cc1,2.5,2.7,10,12,11,i,8,-1%,-0.43,-0.13,-0.21,0.5,i,-5.5,829,-0.22,1171,-1.1%

# Some entries already given with just Dynein cargo inh cytoplasmic EGFP, Dynein cargo inh cell count and Autophagy mod:
SMILES	Dynein cargo inh cytoplasmic EGFP	Dynein cargo inh cell count	Autophagy mod
COc1cc(NC(=S)NN2CCOCC2)cc(OC)c1	-0.19	1.7	i
CCCCn1nc(NC(=O)c2cccs2)c2cc3cc(OC)ccc3nc21	-0.31	-0.13	i

# New compounds follow:
SMILES,MT stabilize HCS,MT stabilize HCS Hoechst-high %,MT stabilize HCS cytotoxicity %,WT yeast gro inh,WT yeast gro inh mutant strain,Autophagy mod,Autophagy mod cell loss 18 h,AID2073,Dynein cargo inh,Dynein cargo inh cytoplasmic EGFP,Dynein cargo inh nuclear GR-EGFP,Dynein cargo inh cell count,Yfh1-off respiration,b-catenin transl,b-catenin transl cell count 5 µM,Insulin prom up,Insulin prom up cell count,HIV fusion peptide
CS(=O)(=O)N(Cc1ccc(C(=O)NC2CCCCC2O)cc1)c1ccccc1 (stereo not drawn),1.5,2.6,9.3,4,-1,i,-15,-12%,-0.36,-0.24,-0.19,0.66,i,-7.5,986,-0.23,1475,-0.4%
O=C1CCC([N+](=O)[O-])C(c2cc3c(cc2Br)OCO3)N1 (stereo not drawn),3.1,2.0,6.1,8,-7,i,42,-4%,-0.21,-0.1,0.073,1.3,i,-2.1,1068,-0.32,1420,-0.4%
COc1ccc(-c2nc(SC(CC(=O)NCCN3CCOCC3)c3cccs3)n[nH]2)cc1 (stereo not drawn),4.5,2.1,6.1,-8,9,i,-1,1%,-1.1,-0.34,0.09,0.3,i,-1.0,1027,-0.67,1306,1.4%
O=C(Nc1nncs1)c1cccc(S(=O)(=O)N2CCCC2)c1,3.7,0.3,48,-1,6,i,-3,10%,-0.96,-0.27,-0.28,0.53,i,.,.,-0.2,1203,-0.1%
O=c1[nH]c(/C(Cl)=C/c2c(F)cccc2Cl)nc2cc(Cl)ccc12,3.8,2.6,1.4,2,4,i,8,3%,-1,-0.3,-0.78,0.66,i,0.5,912,0.36,1279,0.6%
COc1ccc(NC(=O)CN2CCN(CC(=O)Nc3ccccc3Cl)CC2)cc1Cl,3.9,3.1,4.2,15,22,i,11,-3%,-2.4,-0.23,-0.77,1.2,i,-1.7,1397,-0.01,1524,2.0%
CCn1c2c(c3cc(C(=O)O)ccc31)CCCC2=O,3.6,2.1,5.9,3,-5,i,1,16%,0.38,-0.26,0.3,0.22,i,1.8,1128,-0.27,1148,1.4%
Fc1ccccc1N1CCN(CCCNc2ccc3nncn3n2)CC1,2.7,3.3,10,3,-6,i,0,4%,-0.72,-0.25,-0.23,0.84,i,.,.,0.98,904,1.3%
Cc1cc(=O)c2cc3nc(-c4cccnc4)oc3c(Br)c2o1,.,.,.,.,.,.,.,23%,-0.78,-0.25,-0.56,0.67,i,-2.6,1173,0.05,1519,6.5%
O=C(O)CSc1nnc(-c2ccc3c(c2)OCO3)n1-c1ccccc1,1.8,1.1,4.9,8,8,i,17,6%,0.59,-0.25,0.18,0.33,i,0.4,1528,.,.,-0.2%
COCC(C)NC(=O)Cc1ccc(F)cc1 (stereo not drawn),3.7,2.9,8.2,-8,-19,i,5,-8%,-0.82,-0.28,-0.81,0.78,i,-2.3,1045,1.1,1401,0.0%
CCN1CCN(C(=O)Cn2c(=O)sc3ccccc32)CC1,4.0,1.8,3.9,11,4,i,-1,3%,0.16,-0.15,0.21,-0.13,i,1.7,1187,-1.1,851,0.6%
Oc1c(CN2CCOCC2)cc(COCc2ccccc2)c2cccnc12,5.5,1.6,16,-13,7,i,0,2%,-0.86,-0.039,-0.56,-0.11,i,12,671,-1.9,961,-1.3%
O=C(CNC(=O)c1ccco1)Nc1ccc(S(=O)(=O)N2CCCC2)cc1,2.2,1.7,6.0,-12,-8,i,-6,-5%,-0.45,0.11,0.15,0.18,i,.,.,.,.,-1.2%
Cc1c(/C=N/Nc2ccc(F)cc2)c(O)n(C)c(=O)c1C#N,4.0,2.4,14,45,27,i,-19,-48%,-0.87,-0.28,-0.35,0.56,i,1.7,1031,-0.16,1482,1.9%
CN1CC(=O)N(CC(=O)N2N=C(c3ccc(Cl)cc3)CC2c2ccco2)C1=O (stereo not drawn),2.9,2.2,9.8,13,4,i,5,8%,-0.76,-0.27,-0.45,0.64,i,-2.2,1163,0.69,1132,3.9%
Cc1cc(C)nc(NN2C(=O)/C(=C/c3ccccc3)SC2=S)n1,5.1,1.8,0.9,4,2,i,15,-40%,0.52,-0.038,0.84,1,i,-0.5,1331,0.72,1568,-1.0%
CCOCCCn1c(SCC(=O)Nc2cc(C(C)(C)C)nn2-c2ccccc2)nc2ccccc2c1=O,2.1,2.9,9.6,8,-16,i,-14,2%,1.7,-0.24,0.59,-1.2,i,-1.8,1110,-0.95,1422,1.1%
Cn1c2ccccc2c2nnc(SCC(=O)NCc3ccoc3)nc21,1.5,1.9,8.2,16,11,i,3,30%,-0.47,-0.14,0.41,-0.48,i,0.2,1538,-0.01,1497,-0.1%
Cc1ccc(-c2noc(-c3ccccc3F)n2)cc1,2.4,1.5,14,19,18,i,12,9%,-0.55,-0.09,-0.14,0.36,i,-3.0,1070,0.28,1607,1.1%
CCc1cc2c(SCC(=O)N(C)C3CCS(=O)(=O)C3)ncnc2s1 (stereo not drawn),.,.,.,.,.,.,.,-3%,1,-0.22,0.61,-1.3,i,0.4,1276,0.55,991,-1.1%
CC(OC(=O)C1=COCCO1)C(=O)Nc1ccc(Oc2ccccc2)cc1 (stereo not drawn),2.3,1.4,5.8,-9,-41,i,-15,48%,0.12,-0.25,0.46,1.4,i,-3.8,1051,0.36,923,-0.4%
CCCS(=O)(=O)N1CCC(C(=O)NCc2ccccc2Cl)CC1,4.6,2.3,7.7,-7,10,i,15,4%,-0.78,0.29,-0.32,1.1,i,1.8,1075,0.64,1817,-0.8%
